CHRM4 agonist – CHRM4 agonism in calcium assay. CHO-K1 hM4/Gqi5, Fluo-8 calcium fluorescence; vehicle 0%, full acetylcholine response 100%. actives 0.14% (n = 360,000). P08173. AID 624127. activation, % at 3 µM;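 active = activation above the run mean over all test wells plus 3 SD, cut at about 32% in these data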;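 also: peak over basal fluorescence ratio per well then scaled between controls; 0% = DMSO wells and 100% = acetylcholine at EC100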
CHRM5 antagonist – blocks acetylcholine activation of human M5 receptor | P08912 | CHO-hM5 cells, Fluo-8 calcium fluorescence, ACh EC80 | inhibition, % at 3 µM | actives 0.59% (n = 360,000);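 active = inhibition above a per-plate cutoff, the mean of that plate's test compounds plus 3 SD, cut at about 27% in these data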;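 also: 0% = acetylcholine EC80 with DMSO and 100% = DMSO without agonist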
Target sequence (P08912 whole entry, looked up): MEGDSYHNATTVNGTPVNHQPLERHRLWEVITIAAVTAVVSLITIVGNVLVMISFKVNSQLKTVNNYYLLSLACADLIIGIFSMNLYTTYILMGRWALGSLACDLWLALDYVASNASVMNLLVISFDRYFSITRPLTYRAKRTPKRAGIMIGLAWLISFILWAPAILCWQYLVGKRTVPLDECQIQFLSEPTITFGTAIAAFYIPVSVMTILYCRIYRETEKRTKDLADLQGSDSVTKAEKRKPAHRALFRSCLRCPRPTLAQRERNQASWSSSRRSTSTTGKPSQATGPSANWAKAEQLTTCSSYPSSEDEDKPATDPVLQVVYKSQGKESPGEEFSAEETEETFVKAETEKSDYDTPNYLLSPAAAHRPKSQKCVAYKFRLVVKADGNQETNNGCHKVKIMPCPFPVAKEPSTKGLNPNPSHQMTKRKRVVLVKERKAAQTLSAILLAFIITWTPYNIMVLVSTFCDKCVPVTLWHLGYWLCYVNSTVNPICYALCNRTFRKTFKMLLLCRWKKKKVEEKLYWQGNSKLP
CRFBP-R2 agonist – CRF-BP/CRF-R2 complex agonism; HEK293 CRF-R2/CRF-BP, calcium dye fluorescence (FLIPR); percent of saturating CRF peptide response; activation, % at 13.2 µM; actives 0.46% (n = 350,000);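 active = activation of at least 50%, plus an integration ratio under a set limit after plate pattern correction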;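 also: plate controls were neutral control wells without compound for no effect and CRF at EC100 for full effect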
CHRM1 PAM – potentiates human M1 receptor response to acetylcholine; actives 0.088% (n = 360,000); CHO-K1 hM1, Fluo-8 calcium fluorescence, ACh EC20; 0% = ACh EC20, 100% = maximal ACh; AID 588819; P11229; activation, % at 3 µM; in the data active = activation above about 19%, passing the limit was not always enough
Target sequence (P11229 whole entry, looked up): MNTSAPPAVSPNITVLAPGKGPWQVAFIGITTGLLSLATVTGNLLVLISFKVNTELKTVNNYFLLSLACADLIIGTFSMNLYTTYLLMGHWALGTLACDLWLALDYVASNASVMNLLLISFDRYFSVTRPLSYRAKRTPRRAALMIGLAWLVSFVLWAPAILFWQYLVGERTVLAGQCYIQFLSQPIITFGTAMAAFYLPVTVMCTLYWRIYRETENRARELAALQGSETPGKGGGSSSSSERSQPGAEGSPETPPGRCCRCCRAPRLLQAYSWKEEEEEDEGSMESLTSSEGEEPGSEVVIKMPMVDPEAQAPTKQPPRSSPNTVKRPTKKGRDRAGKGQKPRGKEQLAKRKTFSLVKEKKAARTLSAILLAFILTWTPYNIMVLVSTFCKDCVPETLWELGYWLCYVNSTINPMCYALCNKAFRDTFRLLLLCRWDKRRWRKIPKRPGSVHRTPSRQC
CHRM5 PAM – CHRM5 positive allosteric modulation. CHO-K1 hM5, Fluo-8 calcium, ACh EC20 PAM; 0% = ACh EC20, 100% = ACh EC100. P08912. activation, % at 3 µM. actives 0.3% (n = 360,000);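 active = activation above the run cutoff, the mean activation of all test compounds plus 3 SD, cut at about 18% in these data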
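System: CHO-K1 hM5 cells. Reagent: acetylcholine, EC20 level. Compound dosing: single dose, 3 µM nominal final test concentration. Timing: Post-acetylcholine fluorescence recording 140 s. Detection: Fluo-8 calcium fluorescence. Read-out: % activation, ACh-normalized. Benchmarks: ACh EC20 and EC100 wells. Repeats: singlicate, one well per test compound.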
CHRM4 PAM – CHRM4 positive allosteric modulation | AID 624126 | activation, % at 3 µM | actives 0.4% (n = 360,000) | CHO-K1 hM4/Gqi5, Fluo-8 calcium fluorescence, ACh EC20; 0% = ACh EC20, 100% = maximal ACh;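 active = activation above its plate's cutoff, the mean activation of sample wells plus 3 SD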; also: some results filed as inactive read as strong as hits
M1 antag – human CHRM1 antagonism; CHO-K1 hM1, Fluo-8 calcium fluorescence, ACh EC80 antagonist; AID 588852; inhibition, % at 3 µM; P11229; actives 1.3% (n = 360,000);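 active = percent inhibition above its own plate's cutoff, namely the mean of that plate's compound wells plus 3 SD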;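 also: peak over basal fluorescence ratio during 140 s after agonist addition; 0% = ACh EC80 plus DMSO and 100% = DMSO alone without agonist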
M4 antag – blocks acetylcholine activation of human M4 receptor. P08173. CHO-hM4 cells, ACh EC80, Fluo-8 calcium fluorescence. inhibition, % at 3 µM. actives 0.73% (n = 360,000). AID 624125;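 active = inhibition above its plate's cutoff, the mean inhibition of sample wells plus 3 SD, cut at about 27% in these data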;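 also: 0% = acetylcholine EC80 with DMSO and 100% = DMSO without agonist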
CHRM5 agonist – agonists of human muscarinic M5 receptor (CHRM5); CHO-K1 hM5 cells, Fluo-8 calcium fluorescence; 0% DMSO wells, 100% maximal acetylcholine response; activation, % at 3 µM; actives 0.19% (n = 360,000); AID 624037;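 active = activation above the run's mean over test compounds plus 3 SD, cut at about 23% in these data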;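 also: signal is peak over basal fluorescence ratio across the kinetic read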
Numbers without * were called inactive; nt = not tested or not shown; & = joins results of further samples.

canonical_smiles,CHRM5 antagonist,CHRM5 PAM,M1 antag,M4 antag,CHRM4 PAM,CRFBP-R2 agonist,CHRM5 agonist,CHRM1 PAM,CHRM4 agonist
C/C(=N\NC(=O)CNC(=O)c1ccccc1F)c1ccco1,7.9,1.0,-9.0,4.9,2.1,-1.5,-3.7,12.5,0.0
COCCNC(=O)CSC1=N/C(=C/c2ccc(Cl)c(Cl)c2)C(=O)N1c1ccccc1F,0.3,2.9,1.0,-6.9,3.9,-1.9,-1.1,-1.2,1.7
COC(=O)C1=C(C)N(Cc2ccc3c(c2)OCO3)C(=O)C1,0.8,6.9,-8.7,-21.4,10.6,-0.8,-4.2,7.8,0.7
Cc1cc(NC(=O)c2cccs2)no1,14.9,-2.5,-10.1,-2.1,2.3,-0.6,1.5,5.4,-0.3
CNCC(=O)N(CC(C)C)c1c(N)n(CC(C)C)c(=O)[nH]c1=O,0.3,4.8,-9.6,-4.7,8.2,-0.3,4.1,7.8,2.5
CC(=O)c1ccc(OCC(=O)Nc2ccccc2C(=O)NC2CC2)cc1,5.9,-5.8,-10.8,0.8,4.6,-0.8,-0.9,7.0,3.5
CCN(c1cccc(C)c1)S(=O)(=O)c1c(C)[nH]c(C)c1C(=O)N1CCCCC1,8.5,0.5,-5.0,3.2,3.0,-1.2,-2.1,3.8,1.1
COc1ccccc1NC(=O)Nc1nc(CC(=O)NC2CCCC2)cs1,0.3,-8.9,-2.9,-9.6,-0.6,0.3,3.2,4.2,7.6

The list goes on:
canonical_smiles,CHRM5 antagonist,CHRM5 PAM,M1 antag,M4 antag,CHRM4 PAM,CRFBP-R2 agonist,CHRM5 agonist,CHRM1 PAM,CHRM4 agonist
CC1(C(=O)NCCc2c[nH]c3ccccc23)CCN1CC1CCCCC1 (centres undefined),4.5,-2.8,-8.7,-6.9,1.0,nt,0.1,6.9,2.3
COc1cc(/C=N/NC(=O)c2cc(-c3ccccc3)nc3ccccc23)cc(OC)c1O,5.0,-8.0,-13.1,0.3,-7.8,-1.4,2.4,8.0,7.8
CC(C)CCN1CCN(Cc2ccon2)CC1CCO (centres undefined),4.9,5.2,7.2,-1.5,6.0,4.8,-2.3,1.2,-0.2
COc1ccccc1N1CCN(C(=O)c2ccc(Cn3c(=S)[nH]c4cc5c(cc4c3=O)OCO5)cc2)CC1,-2.1,6.1,-4.3,9.2,-2.4,-0.5,-1.1,6.9,1.6
Cc1ccc(C(=O)n2cnnc2N)cc1,5.7,3.9,-7.3,10.5,0.5,-2.1,-0.8,5.5,-0.5
COc1ccc(NC(=O)C23CC4CC(C2)CC(n2cnc(Br)n2)(C4)C3)cc1Cl,2.7,-4.8,-9.9,4.1,2.3,-3.0,0.1,8.9,0.5
O=C1CN(C(=O)CSc2nc3ccccc3n2CCc2ccccc2)c2ccccc2N1,4.3,-6.2,-3.3,-2.8,-8.8,1.0,-2.1,-11.5,5.7
O=C(c1cccnc1)N1c2ccccc2Sc2ccccc21,20.7,-3.9,-2.8,-4.1,0.7,-1.2,-6.7,2.7,7.0

Continuation:
canonical_smiles,CHRM5 antagonist,CHRM5 PAM,M1 antag,M4 antag,CHRM4 PAM,CRFBP-R2 agonist,CHRM5 agonist,CHRM1 PAM,CHRM4 agonist
COc1cccc(CN(C)C(=O)c2ccc(NC(=O)CC3SC(N4CCCCC4)=NC3=O)cc2)c1OC (centres undefined),11.5,-4.9,-2.8,-8.9,0.9,-0.2,0.4,11.6,1.2
Cc1cccc(OCC(=O)Nc2ccc(N3CCN(C(=O)c4ccco4)CC3)cc2)c1C,9.6,-6.1,-0.2,-6.5,-6.5,0.1,3.5,-1.9,12.3
Cc1ccc(C(=O)NCC(=O)OCC(=O)c2ccc3c(c2)NC(=O)CO3)cc1C,8.4,-7.7,-4.5,-3.6,6.5,-0.2,-2.7,10.2,3.5
CCC(=O)OCCn1c(=O)c2cc3c(=O)n(CCOC(=O)CC)c(=O)c3cc2c1=O,-7.2,1.1,-9.9,-19.8,6.5,2.8,-1.0,5.7,1.8
O=C(O)CSc1nnc(COc2cccc3ccccc23)o1,-1.9,1.9,-9.1,6.6,-4.7,-0.3,7.7,6.4,0.5
Cc1cc(C)c(C(=O)COC(=O)c2cccc(S(=O)(=O)N3CCOCC3)c2)cc1C,0.8,-2.1,-4.2,-21.9,1.9,0.3,0.3,2.8,1.2
Nc1ccc([N+](=O)[O-])cc1C(=O)NNC(=O)c1ccco1,-4.5,14.8,-19.5,-3.9,0.1,-0.7,1.3,14.5,0.8
Cc1cc(/C=C2\NC(=S)NC2=O)c(C)n1-c1cccnc1,-2.1,-1.4,21.0,2.3,-7.7,-0.8,8.7,-0.5,19.6

(continued)
canonical_smiles,CHRM5 antagonist,CHRM5 PAM,M1 antag,M4 antag,CHRM4 PAM,CRFBP-R2 agonist,CHRM5 agonist,CHRM1 PAM,CHRM4 agonist
O=C(NCc1ccc2c(c1)OCO2)C1CCN(c2nccc(C(F)(F)F)n2)CC1,11.8,0.4,-5.5,-4.5,5.2,0.8,0.8,3.0,0.1
O=C(O)CNc1ccccc1C(=O)O,-2.8,-0.5,2.3,-4.5,13.3,-0.4,0.4,-0.2,1.0
CCOC(=O)N1CCN(c2c(NCc3ccccc3OC)c(=O)c2=O)CC1,11.3,-6.4,-15.6,0.4,-3.0,2.0,1.9,15.3,-1.0
O=C(Nc1ccccc1C(=O)N1CCCC1)c1ccc(Cl)cc1Cl,-0.2,-2.9,-7.8,-2.1,1.2,-0.2,-1.5,6.5,0.6
COc1ccc2c(C)cc(SCC(=O)Nc3ncc(Cl)cc3Cl)nc2c1,-0.3,4.9,-2.8,0.3,9.7,-1.9,-0.5,4.8,0.8
CCOC(=O)CCc1c(C)c2ccc(OCC(=O)N3CCOCC3)c(C)c2oc1=O,-16.0,-0.6,-0.8,-23.6,-1.8,-1.7,1.9,1.6,5.1
COc1ccc(C(=O)NCCNc2nc3ccc(C)cc3cc2C#N)cc1OC,0.1,0.7,-19.8,3.8,1.6,2.9,3.1,14.2,0.6
CCOC(=O)N1CCN(C(=O)c2ccc(N3CCCC3=O)cc2)CC1,3.8,-2.7,-2.3,2.6,-5.5,-1.8,-1.0,2.3,-0.8

New compounds follow:
canonical_smiles,CHRM5 antagonist,CHRM5 PAM,M1 antag,M4 antag,CHRM4 PAM,CRFBP-R2 agonist,CHRM5 agonist,CHRM1 PAM,CHRM4 agonist
O=[N+]([O-])c1cc(S(=O)(=O)N2CCCCC2)ccc1NCCCN1CCOCC1,4.3,4.7,-17.6,-4.1,2.1,-0.8,2.6,14.1,0.4
Cc1ccc(-c2csc(NC(=O)CN3CC(C)OC(C)C3)n2)cc1 (centres undefined),-5.6,3.2,-16.9,-1.2,-5.3,2.7,-2.9,6.1,2.9
Cc1ccccc1C(=O)Nc1ccccc1NC(=O)c1ccccc1Br,-0.2,-4.2,2.4,5.8,-0.6,-1.4,-1.1,-6.7,3.6
CC(=O)c1c(C)[nH]c(C(=O)COC(=O)C2CC2)c1C,-1.2,8.3,-13.8,-12.0,4.0,-0.1,-0.6,12.5,0.0
CCC(C)NC(=O)CS(=O)Cc1nc(-c2ccccc2C)oc1C (centres undefined),3.2,-0.3,-4.5,-15.3,1.1,-0.3,-0.9,5.9,2.1
CCN1CCN(CC(O)COc2ccc(C)c(C)c2)CC1 (centres undefined),-1.4&1.0,14.0&-0.4,-19.6&5.8,-17.9&12.0,8.3&-3.3,2.0&2.6,0.2&-0.9,8.6&1.6,2.0&0.2
COc1ccc(OC)c(/C=C(\C)C(=O)c2c(C)cc(C)[nH]c2=O)c1,-0.7,0.5,-1.3,-9.7,-3.6,-1.5,1.6,6.7,3.0
COc1ccc(OC)c2sc(N3CCN(C(=O)c4ccc5ncsc5c4)CC3)nc12,3.3,-4.4,-4.0,-5.5,-0.7,-3.6,3.2,0.2,8.3

(list continues)
canonical_smiles,CHRM5 antagonist,CHRM5 PAM,M1 antag,M4 antag,CHRM4 PAM,CRFBP-R2 agonist,CHRM5 agonist,CHRM1 PAM,CHRM4 agonist
COCC(=O)Nc1sc2c(c1C(=O)OC)CCC(C)C2 (centres undefined),-2.6,-1.8,-2.6,-3.1,5.9,1.0,-2.7,2.6,-0.9
N#CCCN1CCN(S(=O)(=O)c2ccc(S(=O)(=O)NC3CCCCC3)cc2)CC1,4.5,0.3,-8.4,4.3,-5.1,0.6,3.0,-0.9,3.3
O=C1CC[C@@H](CN(Cc2ccccn2)Cc2nc(-c3ccc(C(F)(F)F)cc3)no2)N1,-0.1,5.5,-3.9,2.8,-6.8,-0.6,1.5,3.8,-0.6
O=C1OCCC1Sc1nc2ccccc2[nH]1 (centres undefined),-4.2,5.8,7.9,7.2,1.7,-0.2,2.0,5.1,1.4
Oc1ccc(C=NNC(=S)Nc2cccnc2)nc1,3.5,4.2,-6.7,1.3,-2.1,-1.0,2.0,0.1,0.8
COc1ccc(NC(=O)C2CCN(S(C)(=O)=O)CC2)cc1Cl,-1.0,3.7,-14.7,10.3,4.4,-0.1,3.6,11.5,3.9
COc1ccc(CNc2oc(-c3cccc4ccccc34)nc2C#N)cc1,-2.2,-2.9,2.3,4.6,-3.4,-0.2,-3.6,-5.0,-0.9
C#CCN(CC=C)C(=O)c1ccc(OC2CCN(S(=O)(=O)N(C)C)CC2)cc1,-10.7,0.7,-11.9,-3.8,-2.6,-1.7,0.7,2.0,2.7

(cont.)
canonical_smiles,CHRM5 antagonist,CHRM5 PAM,M1 antag,M4 antag,CHRM4 PAM,CRFBP-R2 agonist,CHRM5 agonist,CHRM1 PAM,CHRM4 agonist
Cc1ccc(NC(=O)N2CCCC2C(=O)NCC2CCCO2)cc1 (centres undefined),-0.6,-0.1,2.9,2.5,-3.6,-1.1,0.8,0.7,0.5
O[C@H]1CN(CC2CCCCC2)[C@@H](c2ccc(Cl)cc2)C[C@@H]1n1cc(C2CC2)nn1,-5.3,-2.4,36.7*,2.6,-0.9,0.8,4.3,-15.3,0.8
Cn1nc(-c2ccccc2)c(C#N)c1Sc1cccc(Cl)c1,-1.8,-10.8,10.6,7.4,-8.4,1.2,-0.7,-12.5,0.0
COc1ccc(N(C(=O)c2cccnc2)S(=O)(=O)c2cccs2)cc1,-10.4,-0.8,-3.3,3.6,-5.8,0.6,-1.3,4.6,0.0
COc1ccc(OC)c(NC(=O)c2cn(C)c(=O)c3cc(OC)c(OC)cc23)c1,-2.2,-8.2,1.0,-25.0,2.8,-3.0,-2.7,-1.4,8.2
O=C(OCn1nnc2ccccc2c1=O)c1ccc(N2CCOCC2)c([N+](=O)[O-])c1,2.0,0.5,7.0,0.2,2.7,1.3,2.8,-4.6,6.2

Screening results: PubChem BioAssay, several laboratories

Outcome played no part in choosing rows. About 2.8% of those tested had a hit in this group.
